Screening results: PubChem, Sanford-Burnham Center for Chemical Genomics
APJ ag: APJ receptor agonism; P35414; CHO-K1 APJ PathHunter beta-arrestin, luminescence; 0% DMSO wells, 100% apelin; activation, % at 20 µM; 330,000 tested, 0.11% active; AID 2520;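 active means activation more than six SD over the plate average, tested at 20 µM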;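 further: 0% = DMSO alone and 100% = apelin-13 at 10 nM; some results filed as inactive read as strong as hits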
Target sequence (P35414 whole entry, looked up): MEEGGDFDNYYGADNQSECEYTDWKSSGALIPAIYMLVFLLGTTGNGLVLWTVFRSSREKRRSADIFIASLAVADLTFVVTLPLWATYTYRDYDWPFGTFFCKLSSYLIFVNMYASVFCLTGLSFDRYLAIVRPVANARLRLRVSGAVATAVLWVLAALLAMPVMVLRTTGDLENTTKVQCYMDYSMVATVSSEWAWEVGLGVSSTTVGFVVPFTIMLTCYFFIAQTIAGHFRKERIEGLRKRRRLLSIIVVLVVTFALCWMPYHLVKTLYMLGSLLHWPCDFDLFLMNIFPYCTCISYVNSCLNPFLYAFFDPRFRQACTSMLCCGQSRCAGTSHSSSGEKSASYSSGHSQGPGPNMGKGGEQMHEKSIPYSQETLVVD
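Test system: CHO-K1 APJ beta-arrestin complementation cell line | Compound: Single test compound dose, 20 µM final, 1% DMSO | Incubation: Compound 90 min 25 °C, reagent 1 h | Measured by: beta-gal luminescence | Read-out basis: APJ–arrestin association signal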
APJ antagonist: blocks the human apelin receptor APJ; CHO-K1 APJ beta-arrestin complementation, luminescence; inhibition, % at 20 µM; 330,000 tested, 0.32% active; AID 2521;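 active means inhibition above about 40% at 20 µM, limit read from the data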;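 further: cells challenged with 10 nM apelin-13 agonist together with compound; plate controls were apelin-13 plus DMSO wells for no effect and DMSO wells lacking apelin-13 for full effect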
EBI2 antag: blocks human EBI2 receptor beta-arrestin signaling; P32249; EBI2 beta-arrestin recruitment, luminescence, 7a,25-OHC stimulated; inhibition, % at 5 µM; 360,000 tested, 0.81% active; in the data active means inhibition above about 38%;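 further: enzyme fragment complementation signal reports receptor beta-arrestin coupling in cells; 0% = agonist plus DMSO wells and 100% = wells without agonist; some results beyond the cut were filed as inactive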
CXCR6 block: blocks human CXCR6 beta-arrestin recruitment; O00574; CHO-K1 PathHunter CXCR6 beta-arrestin, luminescence; inhibition, % at 20 µM; 360,000 tested, 0.36% active; in the data active means inhibition above about 34%, passing the limit was not always enough;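 further: antagonist mode with CXCL16 agonist at 10 nM final; 0% = 10 nM CXCL16 with DMSO and 100% = unstimulated wells without agonist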
Target sequence (O00574 whole entry, looked up): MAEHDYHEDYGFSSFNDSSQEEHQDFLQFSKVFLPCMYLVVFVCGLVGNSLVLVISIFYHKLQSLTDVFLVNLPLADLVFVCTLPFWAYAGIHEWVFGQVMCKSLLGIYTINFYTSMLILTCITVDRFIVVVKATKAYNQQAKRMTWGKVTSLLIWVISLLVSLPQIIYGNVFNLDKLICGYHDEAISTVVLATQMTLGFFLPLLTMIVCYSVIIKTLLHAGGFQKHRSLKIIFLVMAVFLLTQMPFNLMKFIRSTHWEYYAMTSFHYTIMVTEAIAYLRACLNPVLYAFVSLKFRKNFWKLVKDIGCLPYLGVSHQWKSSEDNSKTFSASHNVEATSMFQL
CCR6 antag: CCR6 (human) receptor antagonism | P51684 | 340,000 tested, 0.49% active | CHO-K1 CCR6 PathHunter beta-arrestin, luminescence, CCL20-stimulated | inhibition, % at 20 µM;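 active means compounds whose inhibition of the agonist-driven luminescence signal at 20 µM reaches about 50%, limit read from the data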;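 further: cells stimulated with CCL20 at 14 nM final; plate controls were DMSO with CCL20 for no effect and DMSO without agonist for full effect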
Mdm2-MdmX inh: inhibitors of human Mdm2/MdmX interaction | 330,000 tested, 3% active | O15151+Q00987 | inhibition, % at 8 µM | SaOS-2 split-luciferase Mdm2/MdmX complementation, luminescence;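 active means inhibition of at least 50% at 8 µM in the primary screen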
UPR XBP1 act: activators of adaptive arm of unfolded protein response (XBP1); 330,000 tested, 0.33% active; activation, % at 20 µM; CHO-XBP1 luciferase reporter, IRE1-XBP1 UPR activation, luminescence; percent of tunicamycin response, DMSO as zero;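 active means versus positive control, 20 µM dose yields 30% or more activation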;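 further: 100% = tunicamycin at 10 µg/mL and 0% = DMSO only wells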
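Material: IRE1-XBP1 luciferase reporter CHO line / Quantity: one thousand reporter cells per well / Buffer or medium: F12 with 10% serum / Compound: 20 µM single concentration, DMSO 1% / Times: 6 h treatment, 37 °C / Detection: Steady-Glo luciferase glow luminescence, 10 min after reagent addition / Benchmarks: tunicamycin high, DMSO low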
UPR CHOP act: activators of apoptotic arm of unfolded protein response (CHOP); CHO-CHOP luciferase reporter, UPR activation, luminescence; percent of tunicamycin response over DMSO baseline; activation, % at 10 µM; AID 449763; 330,000 tested, 0.34% active;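 active means at 10 µM dose, activation of 40% or more, normalized to positive control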;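 further: 100% = tunicamycin at 10 µg/mL and 0% = DMSO alone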
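measured by = luciferase luminescence | assay system = CHO-CHOP cells, stable luciferase reporter of PERK-eIF2a-CHOP signalling | amount = 500 reporter cells seeded per well | timing = 6 h compound exposure at 37 °C after overnight seeding | controls = positive tunicamycin 10 µg/mL, negative DMSO alone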
tim23-1 inh: tim23-1 yeast growth inhibition | AID 463212 | inhibition, % at 20 µM | S. cerevisiae tim23-1 growth, BacTiter-Glo luminescence, 24 h | 330,000 tested, 1.3% active;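 active means growth inhibition of the mutant yeast at or above 50%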;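 further: temperature-sensitive mutant grown at 25 °C; plate controls were DMSO-treated mutant yeast for no effect and medium wells lacking yeast for full effect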
An asterisk follows results filed as active. A portion of the library; the hit share may differ from the screen's.

1. CCC(=O)c1ccc(OCC(=O)OCC(=O)NC2CCCC2)cc1
2. CC(C)CCc1noc(CN(C)CC2CCN(Cc3ccccc3)CC2)n1
3. COc1cccc(CN2CCNC(=O)C2CC(=O)NCCCn2ccnc2)c1 (stereo unspecified)
4. COC(=O)CSc1nnc(-c2ccoc2C)n1-c1ccc(C)cc1
5. O=C(O)CCCCCNC(=O)/C=C/c1ccco1
6. CCOc1cc(C(=O)NCc2ccncc2)cc(OCC)c1OCC
7. O=C(c1ccc(S(=O)(=O)Nc2ccccc2)cc1)N1CCOCC1
8. COc1ccc(N2C(=O)CC(N3CCC(O)(c4cccc(C(F)(F)F)c4)CC3)C2=O)cc1 (stereo unspecified)
9. COc1ccc(Nc2nc3ccccc3nc2NS(=O)(=O)c2ccc(NC(C)=O)cc2)cc1
10. COc1ccc2c(c1)c(C(C)=O)c(C)n2-c1ccccc1
Compound	1	2	3	4	5	6	7	8	9	10
APJ ag	-3.4	-1.7	-3.3	1.7	-1.3	-3.9	-4.8	3.9	-5.4	3.7
APJ antagonist	-3.7	5.6	7.7	-8.1	-24.7	-1.5	-28.3	2.3	10.0	10.4
EBI2 antag	-13.7	0.4	-4.3	-7.8	4.2	-4.5	-4.1	-5.5	-0.4	-3.8
CXCR6 block	1.7	0.4	-5.4	2.7	5.2	0.1	-2.0	-2.6	-10.1	0.4
CCR6 antag	5.1	-1.9	6.2	9.8	16.1	-15.8	-8.2	-1.9	4.7	-0.4
Mdm2-MdmX inh	-1.1	-41.6	5.7	-10.8	-17.6	-7.0	25.0	-2.2	19.4	30.8
UPR XBP1 act	-1.8	1.1	-2.0	-4.5	-1.7	0.7	-0.9	-1.5	-0.2	1.7
UPR CHOP act	0.0	1.0	0.9	-0.1	-1.4	0.8	-0.5	0.2	0.3	0.0
tim23-1 inh	-6.9	-27.9	18.0	5.9	12.2	2.1	-10.0	39.9	13.5	31.3

11. COC(=O)c1ccc(OC(=O)CCS(=O)(=O)c2ccc(C)cc2)cc1
12. CCCC(=O)O[C@]1(C(=O)CO)CC[C@H]2[C@@H]3CCC4=CC(=O)CC[C@]4(C)[C@H]3[C@@H](O)C[C@@]21C
13. COc1ccc(N2C(=S)NC3CS(=O)(=O)CC32)cc1 (stereo unspecified)
14. CC(NC(=O)c1ccccc1Cl)c1ccc(-n2ccnc2)cc1 (stereo unspecified)
15. Cn1c(CC(=O)NCCO)c(Sc2ccccc2)c2ccccc21
16. COc1cccc(CNC(=O)COc2cc(O)c3c(c2)OC(C)(C)CC3=O)c1
17. COC(=O)c1ccc([C@@H](O)[C@H](C)C(=O)CC(=O)OC(C)(C)C)cc1
18. CSc1ccc(C(=S)N2CCN(CCO)CC2)cc1
19. CCn1cnc2cc(NS(=O)(=O)c3ccc(OC)c(OC)c3)ccc21
20. O=C(NCCC1=CCCCC1)C1CCN(C(=O)Nc2ccccc2)CC1
Compound	11	12	13	14	15	16	17	18	19	20
APJ ag	-2.3	-4.0	0.2	-4.3	3.0	-5.3	-6.4	1.5	-1.1	-3.9
APJ antagonist	17.3	7.9	-5.1	-5.6	9.3	-25.1	-37.7	12.8	16.7	8.7
EBI2 antag	-4.6	-4.4	-16.9	-11.5	5.4	2.3	1.4	1.0	-9.0	17.2
CXCR6 block	-6.0	-3.3	6.8	12.4	6.6	7.0	3.2	-0.2	-2.3	3.4
CCR6 antag	-2.7	5.5	3.4	-6.2	2.2	7.0	0.7	-7.2	-0.7	4.9
Mdm2-MdmX inh	3.7	15.8	19.9	20.1	-7.5	5.0	-3.6	8.0	-0.5	6.4
UPR XBP1 act	-3.0	-7.7	-0.9	-4.5	-0.9	-1.7	-3.9	-3.5	-0.1	-3.1
UPR CHOP act	-1.1	-1.1	0.6	0.9	0.7	-1.5	-0.9	0.9	2.1	-2.4
tim23-1 inh	1.6	12.2	-2.9	-10.3	25.0	24.4	15.8	10.0	8.8	-5.8

(cont.)
Labels used below: A = APJ ag; B = APJ antagonist; C = EBI2 antag; D = CXCR6 block; E = CCR6 antag; F = Mdm2-MdmX inh; G = UPR XBP1 act; H = UPR CHOP act; I = tim23-1 inh
#21 Cc1cc(C(=O)NC2CCCCCCC2)ccc1[N+](=O)[O-]
  A = 1.7	B = 17.8	C = -13.7	D = 0.3	E = 15.3	F = -77.2	G = 1.2	H = 10.6	I = 25.6
#22 Cc1ccc(S(=O)(=O)N2CCOC2CNC(=O)C(=O)NCCc2c[nH]c3ccccc23)cc1 (stereo unspecified)
  A = -2.4	B = -8.2	C = 7.6	D = -4.8	E = -10.1	F = 47.4	G = -3.2	H = -1.3	I = 9.6
#23 COC(=O)c1ccc(C(=O)OC)c(NC(=O)COC(=O)c2ccccc2OC)c1
  A = -1.6	B = 0.3	C = 2.0	D = 0.4	E = -8.5	F = -12.5	G = 0.3	H = 1.9	I = -2.2
#24 CCOC(=O)C(C)Sc1cc(CS(=O)(=O)c2ccccc2)nc(-c2ccccc2)n1 (stereo unspecified)
  A = -2.0	B = -0.1	C = 36.3	D = 8.2	E = 15.0	F = 1.6	G = -4.8	H = -2.6	I = 12.7
#25 COc1ccc(NC(=O)CN2CCN(CC(=O)Nc3ccccc3F)CC2)c(OC)c1
  A = -1.0	B = -20.8	C = -6.8	D = -19.5	E = -10.8	F = 8.7	G = -5.1	H = -0.4	I = 9.4
#26 COCCN(C(=O)c1csnn1)C(C(=O)NC1CCCCC1)c1ccccc1 (stereo unspecified)
  A = -1.7	B = 7.6	C = 3.0	D = 4.2	E = 11.4	F = 19.7	G = 2.0	H = -2.7	I = 11.0
#27 CCCS(=O)(=O)N1CCN(C(=O)c2ccccc2F)CC1
  A = -1.0	B = -0.8	C = 1.9	D = -4.1	E = 7.4	F = 12.4	G = -0.9	H = -2.2	I = 12.4

In another format: results already given
cpd | Structure | APJ ag | APJ antagonist | EBI2 antag | CXCR6 block | CCR6 antag | Mdm2-MdmX inh | UPR XBP1 act | UPR CHOP act | tim23-1 inh
13 | COc1ccc(N2C(=S)NC3CS(=O)(=O)CC32)cc1 (stereo unspecified) | 0.2 | -5.1 | -16.9 | 6.8 | 3.4 | 19.9 | -0.9 | 0.6 | -2.9
14 | CC(NC(=O)c1ccccc1Cl)c1ccc(-n2ccnc2)cc1 (stereo unspecified) | -4.3 | -5.6 | -11.5 | 12.4 | -6.2 | 20.1 | -4.5 | 0.9 | -10.3
15 | Cn1c(CC(=O)NCCO)c(Sc2ccccc2)c2ccccc21 | 3.0 | 9.3 | 5.4 | 6.6 | 2.2 | -7.5 | -0.9 | 0.7 | 25.0
16 | COc1cccc(CNC(=O)COc2cc(O)c3c(c2)OC(C)(C)CC3=O)c1 | -5.3 | -25.1 | 2.3 | 7.0 | 7.0 | 5.0 | -1.7 | -1.5 | 24.4
17 | COC(=O)c1ccc([C@@H](O)[C@H](C)C(=O)CC(=O)OC(C)(C)C)cc1 | -6.4 | -37.7 | 1.4 | 3.2 | 0.7 | -3.6 | -3.9 | -0.9 | 15.8
18 | CSc1ccc(C(=S)N2CCN(CCO)CC2)cc1 | 1.5 | 12.8 | 1.0 | -0.2 | -7.2 | 8.0 | -3.5 | 0.9 | 10.0

Whole records as entered above. Values in the order: APJ ag | APJ antagonist | EBI2 antag | CXCR6 block | CCR6 antag | Mdm2-MdmX inh | UPR XBP1 act | UPR CHOP act | tim23-1 inh
Shown for COc1cccc(CN2CCNC(=O)C2CC(=O)NCCCn2ccnc2)c1 (stereo unspecified) → -3.3 | 7.7 | -4.3 | -5.4 | 6.2 | 5.7 | -2.0 | 0.9 | 18.0
Shown for CCOc1cc(C(=O)NCc2ccncc2)cc(OCC)c1OCC → -3.9 | -1.5 | -4.5 | 0.1 | -15.8 | -7.0 | 0.7 | 0.8 | 2.1

Results in sequence from above:
Compounds 9 to 18 in CCR6 antag: 4.7, -0.4, -2.7, 5.5, 3.4, -6.2, 2.2, 7.0, 0.7, -7.2
